Compound activity: PubChem, National Center for Advancing Translational Sciences (NCATS)
DT40 TDP1 CPT: DT40-hTDP1 cell growth loss with CPT; Potency, µM (highest dose often 46.2 µM), without a hit: at the highest dose activity change, negative = growth inhibition, most hits filed as inhibitors; 420,000 compounds, 12% hits; AID 686979; chicken DT40 Tdp1-/-;hTDP1 cells + 20 nM CPT, ATP luminescence, 48 h; note: nearly all actives have a fitted effect of over 55% in size
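Chicken DT40 Tdp1-/- cells stably complemented with human TDP1 were seeded at 400 cells/well in medium containing 20 nM camptothecin, exposed to pin-transferred compounds, and grown at 37 °C for at least 48 hr. Viability was read as ATP luminescence.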
DT40 TDP1 no CPT: qHTS for Inhibitors of human tyrosyl-DNA phosphodiesterase 1 (TDP1): qHTS in cells in absence of CPT. DT40 Tdp1-/- hTDP1 cells, no CPT, ATP luminescence, 48 h. Potency, µM (doses to about 46.2 µM), without a hit: at the highest dose activity change, negative = growth inhibition, most hits filed as inhibitors. 420,000 compounds, 15% hits. AID 686978, 2013; note: nearly all actives have a fitted effect of over 55% in size
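Chicken DT40 Tdp1-/- cells stably complemented with human TDP1 were seeded at 400 cells/well with DMSO in place of 20 nM camptothecin. After compound pinning, cells grew at least 48 hr at 37 °C; viability read by CellTiter-Glo luminescence.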
TDP1 block: inhibitors of human tyrosyl-DNA phosphodiesterase TDP1 | Q9NUW8 | recombinant TDP1, AlphaScreen DNA substrate cleavage | Potency, µM (titrated, usually from 130 µM), for the others: at the highest dose activity change, negative = inhibition, usual class: inhibitors | 350,000 compounds, 0.28% hits; note: nearly all actives have a fitted effect of over 40% in size
Target sequence (Q9NUW8 whole entry, looked up): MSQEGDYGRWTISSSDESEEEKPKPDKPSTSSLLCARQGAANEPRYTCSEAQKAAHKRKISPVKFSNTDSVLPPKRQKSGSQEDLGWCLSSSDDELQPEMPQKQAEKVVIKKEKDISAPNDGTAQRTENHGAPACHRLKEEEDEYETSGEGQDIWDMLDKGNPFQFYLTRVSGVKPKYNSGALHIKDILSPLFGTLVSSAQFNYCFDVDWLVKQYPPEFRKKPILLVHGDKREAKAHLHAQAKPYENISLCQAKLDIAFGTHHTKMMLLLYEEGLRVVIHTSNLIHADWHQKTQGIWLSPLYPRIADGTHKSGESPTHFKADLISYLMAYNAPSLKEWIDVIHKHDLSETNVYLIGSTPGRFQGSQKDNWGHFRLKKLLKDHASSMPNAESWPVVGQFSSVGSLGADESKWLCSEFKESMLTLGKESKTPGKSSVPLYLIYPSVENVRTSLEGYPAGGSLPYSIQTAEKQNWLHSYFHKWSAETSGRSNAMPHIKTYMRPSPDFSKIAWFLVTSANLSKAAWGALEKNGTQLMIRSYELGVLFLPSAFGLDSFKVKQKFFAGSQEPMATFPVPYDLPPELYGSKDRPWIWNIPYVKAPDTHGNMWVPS
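Enzyme-compound mixtures sat 15 min at room temperature, followed by a 5 min reaction with 15 nM final substrate and 10 min with AlphaScreen beads. Recombinant human Tdp1 was used at 1 nM final.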
The depositor's hits bear a star; ? = inconclusive; / = not tested or not shown; & = joins results of further samples; [ ] = remark or other dose. Calls come from the whole dose curve; as a rule, active = well fitted curve in the direction sought with a large enough effect; inconclusive = small, poorly fitted or top-dose-only effect, or another doubt; inactive = no such curve, though single readings can be large; an effect the other way counts as inactive or inconclusive. % is set by controls: 0 for no effect and ±100 for the full control effect; potency is the fitted concentration of half-maximal effect. No enrichment for hits; any-hit rate near 18%.

SMILES | DT40 TDP1 CPT | DT40 TDP1 no CPT | TDP1 block
COc1cc(SC)ccc1C(=O)OC(C)C(=O)NC1CCCC1 (stereo not drawn) | -29% | ? | -2%
COc1ccc(S(=O)(=O)N2CCCCC2)cc1NC(=O)CCNC(=O)c1ccco1 | -14% | -11% | -11%
Cc1ccc(Sc2c(C)nn(C(C)(C)C)c2OC(=O)CC(C)C)cc1 | ? | ? | 0%
Cc1nn2c(=O)cc(COC(=O)c3ccc(NC(=O)COc4ccccc4F)cc3)nc2s1 | 5.8µM* | 5.2µM* | 6%
CCC(=O)c1cn(CC(=O)O)c2ccccc12 | -4% | -1% | 2%
COc1cc2nc(N3CCNCC3)nc(N)c2cc1OC | -88% | -107% | 6%
Cc1ccc(C(=O)Nc2oc(-c3ccccc3)cc2C#N)cc1 | -19% | ? | 8%
O=c1onc(-c2ccccc2)n1-c1cc(Cl)cc(Cl)c1 | 18% | -12% | /
CCOC(=O)c1c(-c2cccs2)csc1NC(=O)CC(C)C | 18µM* | 21µM* | /
Cc1cc(NC(=O)CSC2=NS(=O)(=O)c3cc(Cl)ccc3N2)no1 | 18% | 12% | 0%
COc1ccccc1-c1cc2nc(C)c(CCC(=O)NCc3cccc(Cl)c3)c(C)n2n1 | ? | 18µM* | 3%
Cc1cccn2cc(CCNC(=O)c3cccs3)nc12 | -11% | -17% | /
Cc1noc(C)c1C(=O)N1CCC[C@@]2(CCN(c3ccccc3)C2)C1 | 7% | ? | /
O=C(NC(=S)N1CCN(C/C=C/c2ccccc2)CC1)c1cccnc1 | -2% | 5% | -1%
Cc1ccc(NC(=O)Cn2ncc3ccccc32)c(Cl)c1 | -5% | 32%[activator] | /
O=C(CC1(O)C(=O)N(Cc2ccc3c(c2)OCO3)c2ccccc21)c1ccccc1 (stereo not drawn) | 3.7µM* | 5.8µM* | -2%
Cc1cccc(-c2n[nH]c(=S)n2/N=C/C=C/c2ccco2)c1 | -14% | -6% | 7%
CCN(CC)C(=S)S | 24µM* | ? | 6%
CCn1c2ccccc2c2cc([N+](=O)[O-])ccc21 | 9% | -9% | -1%
O=C(CN1C(=O)NC2(CCCCC2)C1=O)N1CCN(S(=O)(=O)c2ccc(F)cc2)CC1 | -8% | -2% | 3%
CCOc1ccc(-c2nonc2NC(=O)c2ccco2)cc1 | 9%&-15% | 9%&-7% | 5%&2%
Nc1ccc2nc(-c3cccs3)[nH]c2c1 | 21µM* | ? | -3%
CCCc1c(C(=O)N/N=C/C(C)=C/c2ccco2)nnn1-c1nonc1N | ? | ? | -3%
Cc1ccc(NC2CC(=O)N(c3ccc(C)cc3)C2=O)cc1 (stereo not drawn) | -2% | -5% | 2%
CCOCc1c(C(=O)OCC(=O)Nc2ccc(C)c(S(=O)(=O)N(C)C)c2)oc2ccccc12 | ? | 21µM* | 1%
CCOCCCNS(=O)(=O)c1ccc2c(c1)OCCO2 | -3% | -5% | 3%
Cc1cccn2c(=O)nc(SCC(=O)N3CCCCC3)nc12 | -2% | -5% | /
CCN1C(=O)/C(=C\c2ccncc2)SC1=S | -17% | -29% | 4%
CC(C)(C)C(=O)Nc1c2c(nc3c1CCC3)CCCC2 | -9% | -20% | -3%
O=C(Cn1cnc(S(=O)(=O)N2CCCC2)c1)Nc1ccccc1 | ? | 11%&0% | 2%&2%
O=C1c2ccccc2C(=O)N1CCCCSc1nnc2c(Cl)cc(Cl)cn12 | -1% | -23% | -1%
COc1ccccc1C(=O)Nc1ccc(Oc2ncnc3sc(-c4ccccc4)cc23)cc1 | -30% | ? | 5%
COc1ccc(Cl)cc1NC(=O)CCN1C(=O)C2C3C=CC(C4CC34)C2C1=O (stereo not drawn) | 0% | 6% | 3%[56.1 µM]
CN(C)S(=O)(=O)c1cccc(C(=O)NC2CCCc3ccccc32)c1 (stereo not drawn) | ? | ? | 2%
C=C(CN(C)C)C(=O)c1cc(C)ccc1C | 0.58µM* | 1µM* | /
CN(NS(=O)(=O)c1ccc(Br)cc1)c1nc(C(F)(F)F)nc2ccccc12 | 23µM* | ? | 2%
Cc1nc(-c2ccc(S(=O)(=O)Nc3ccc(C#N)cc3)cc2)co1 | -16% | ? | 2%
Cc1cc(C)c(S(=O)(=O)N2CCN(C(=O)CC(C)n3nc(C)nc3C)CC2)c(C)c1 (stereo not drawn) | ? | -23% | /
COC(=O)c1ccc(OC)c(Cn2c(=O)n(C)c(=O)c3sccc32)c1 | 12% | 5% | 5%
CSCCC(Nc1ccc(S(=O)(=O)N2CCOCC2)cc1[N+](=O)[O-])C(=O)OCC(=O)NCC(C)C (stereo not drawn) | -5% | -26% | 6%
COC(=O)c1cc(S(=O)(=O)NCc2cccs2)c[nH]1 | 10% | -29% | 4%
COCCN(C(=O)CSc1nnc(-c2ccc(C)cc2)n1N)c1c(N)n(Cc2ccccc2)c(=O)[nH]c1=O | 8% | -4% | 0%
Cc1cc(N2C(=O)C(=O)/C(=C(/O)c3ccc(F)cc3)C2c2ccc(F)cc2)no1 (stereo not drawn) | -19% | -26% | 4%
COc1ccc(N2CC(NC(=O)C3CCCCC3)CC2=O)cc1OC (stereo not drawn) | -17% | 11% | -5%
Cc1ccc2c(c1)C(C)CC(C)(C)N2C(=O)NC1CCCCC1 (stereo not drawn) | -8% | ? | 1%
Cc1ccc(S(=O)(=O)NC2=NCN(C3CCCCC3)CN2)cc1 | -8% | -4% | 0%
CC(C)(C)NC(=O)C(c1ccc(C#N)cc1)n1c(=O)c(-c2ccccc2)nc2ccccc21 (stereo not drawn) | ? | ? | /
O=C(CSc1nnc(NC(=O)c2ccccc2F)s1)NCc1ccco1 | -17% | ? | 2%
CCOc1ccc(C2OC(=O)Cc3cc(OC)c(OC)cc32)cc1 (stereo not drawn) | -16% | -15% | -8%
CCSCCc1nnc(NC(=O)Nc2cccc(C(F)(F)F)c2)s1 | 4.1µM* | 2.3µM* | 0%
CCN(CC)C(=O)n1cnc(-c2ccccc2)c1-c1ccccc1 | ? | ? | 2%
COc1cccc(NS(=O)(=O)c2cc(-c3cnc(C4CC4)o3)ccc2C)c1 | 0.92µM* | 0.58µM* | 4%
CCS(=O)(=O)c1nc(S(=O)(=O)c2ccc(Cl)cc2)c(NCCN2CCOCC2)s1 | -11% | 2% | 4%
CC(C(=O)OCc1nnc(-c2ccccc2)o1)N1C(=O)C2CCCCC2C1=O (stereo not drawn) | -19% | -18% | 8%
O=C(Cn1cc2c(n1)CCCCC2)Nc1ccccc1Br | -20% | -19% | /
O=C(O)c1ccc(-n2nnnc2Oc2ccccc2C(=O)N2CCOCC2)cc1 | 4% | -18% | 3%
C=CCNc1ncnc2c1ncn2[C@H]1CN(Cc2ccco2)C[C@@H](CO)O1 | -12% | -3% | /
CCC1CN(S(=O)(=O)c2cc(-c3cc(C)no3)ccc2C)c2cc(Cl)ccc2O1 (stereo not drawn) | 13µM* | 23µM* | 0%
COc1cccc(C(=O)Nc2cccc(-c3ccc4nncn4n3)c2)c1OC | ? | ? | 6%
Cc1ccc(C2=NN(C(=O)CCC(=O)O)C(c3ccc4c(c3)OCO4)C2)cc1 (stereo not drawn) | 1% | -4% | /

Reformatted: entries from further up
Fields – DT40 TDP1 CPT | DT40 TDP1 no CPT | TDP1 block
> CCS(=O)(=O)c1nc(S(=O)(=O)c2ccc(Cl)cc2)c(NCCN2CCOCC2)s1
→ -11% | 2% | 4%
> CC(C(=O)OCc1nnc(-c2ccccc2)o1)N1C(=O)C2CCCCC2C1=O (stereo not drawn)
→ -19% | -18% | 8%
> O=C(Cn1cc2c(n1)CCCCC2)Nc1ccccc1Br
→ -20% | -19% | /
> O=C(O)c1ccc(-n2nnnc2Oc2ccccc2C(=O)N2CCOCC2)cc1
→ 4% | -18% | 3%
> C=CCNc1ncnc2c1ncn2[C@H]1CN(Cc2ccco2)C[C@@H](CO)O1
→ -12% | -3% | /
> CCC1CN(S(=O)(=O)c2cc(-c3cc(C)no3)ccc2C)c2cc(Cl)ccc2O1 (stereo not drawn)
→ 13µM* | 23µM* | 0%

Additional compounds
SMILES | DT40 TDP1 CPT | DT40 TDP1 no CPT | TDP1 block
CC(c1ccco1)N(C(=O)c1cccs1)c1ccccn1 (stereo not drawn) | -10% | -14% | 0%
CCCCN(C(=O)c1ccc2c(c1)OCO2)c1ccccc1 | ? | 16µM* | 0%
CCCc1noc(-c2ccc(NCc3ccc(C)cc3)c([N+](=O)[O-])c2)n1 | ? | -27% | 6%
CC(=O)c1cccc(-c2ccnc3c2CC(C(=O)Nc2ccccc2)O3)c1 (stereo not drawn) | 16µM* | ? | /
COc1ccc(CCCc2nnc(SCC(=O)Nc3ccc(OC)cc3)o2)cc1 | -10%&-4% | -16%&-9% | -3%
Cc1ccc(NC(=O)CCC(=O)c2ccc(F)cc2)cc1Cl | 1% | -4% | 4%
CS(=O)(=O)N(CC(=O)Nc1ccc(F)cc1)C1CCCCC1 | 1% | -1% | /
COc1ccc(S(=O)(=O)N2CCC(N3CCN(Cc4ccccc4)CC3)CC2)cc1 | -8% | -24% | -5%
O=C(CCN1CCN(c2ccccc2F)CC1)Nc1ccccc1F | 0% | ? | 4%
O=S(=O)(Nc1cccc(-c2nc3cccnc3s2)c1)c1cccs1 | -18% | ? | -1%
CCOc1ccccc1NC(=O)c1c2c(nc3ccccc13)C(=O)N(C1CCCCC1)C2 | 6.5µM* | 5.8µM* | 11%
Cn1c(=O)c2c(ncn2CC(=O)OCC(=O)Nc2ccccc2)n(C)c1=O | -1% | 12% | 5%
Cc1ccc(NC(=S)NNc2ncc(C(F)(F)F)cc2Cl)cc1 | ? | ? | 8%
O=C(O)c1ccc2c(=O)[nH]c(CCl)nc2c1 | ? | ? | -2%
Cc1ccc(CSCCNS(C)(=O)=O)cc1 | -8% | -20% | 2%
O=C(Nc1nc(C2C3CC4CC(C3)CC2C4)cs1)c1cc2cc([N+](=O)[O-])ccc2oc1=O (stereo not drawn) | 12µM* | 9.2µM* | 11%
CCCOc1ccccc1C1NC(=O)NC(C)=C1C(=O)OCCOCC (stereo not drawn) | -4% | -17% | 2%
NS(=O)(=O)c1cccc(NC(=O)Cn2nc(C(=O)O)c3ccccc3c2=O)c1 | -5% | 4% | 2%[0.0935 µM]
O=C(CCc1nc2ccccc2c(=O)[nH]1)Nc1cccc(S(=O)(=O)N2CCCCC2)c1 | ? | 21µM* | 0%
c1ccc(CCCNCCCn2cnc3c(OCc4ccccc4)ncnc32)cc1 | 10µM* | 12µM* | /

Quoted from the listing for reference:
SMILES | DT40 TDP1 CPT | DT40 TDP1 no CPT | TDP1 block
CC(c1ccco1)N(C(=O)c1cccs1)c1ccccn1 (stereo not drawn) | -10% | -14% | 0%
CCCCN(C(=O)c1ccc2c(c1)OCO2)c1ccccc1 | ? | 16µM* | 0%
CCCc1noc(-c2ccc(NCc3ccc(C)cc3)c([N+](=O)[O-])c2)n1 | ? | -27% | 6%

(list continues)
SMILES | DT40 TDP1 CPT | DT40 TDP1 no CPT | TDP1 block
CC(=O)c1cccc(N=Nc2c(-c3ccccc3)[nH]n(-c3ccccc3)c2=O)c1 | ? | ? | 8%
Cc1cccc(-c2nnc(SCc3nc4ccccc4[nH]3)n2Cc2ccco2)c1 | ? | ? | 7%
Cc1ccccc1CNC(=O)c1ccc2nc(N3CCOCC3)sc2c1 | ? | ? | /
CC(C)c1ccc(NC(=O)c2cnc3sc(N4CCCC4)nn3c2=O)cc1 | 2.9µM* | 2.1µM* | 6%
COc1cccc(C(=O)NC(=S)Nc2ccc3oc(=O)ccc3c2)c1 | -7% | -9% | 3%
C/C(=N\O)c1ccccc1C(=O)O | -15% | -11% | 1%
Cc1ccc(OCc2ccoc2C(=O)O)cc1C | -3% | -4% | 50µM*
Cc1cc(C)n(-c2ccc(C(=O)Nc3cccc(S(=O)(=O)N4CCCC4)c3)cc2)n1 | 18µM* | 9.2µM* | 0%
COc1ccc(OC)c(S(=O)(=O)N2CCCC2C(=O)N2CCc3ccccc3C2)c1 (stereo not drawn) | 15µM* | 23µM* | /
Cc1ccccc1OCCN(C#N)c1nc(N(C)C)nc(N(C)C)n1 | ? | 16µM* | 0%
O=C(CCNS(=O)(=O)c1ccccc1)N1CCCCCCC1 | -12% | -15% | /
CCc1nnc2c3ccccc3nc(N3CCN(c4ccc(C)cc4C)CC3)n12 | ? | ? | 2%
CCOC(=O)C1=C[C@@H](C(C)C)N(S(=O)(=O)c2ccc(C)cc2)[C@H]1c1ccc(C(F)(F)F)cc1 | ? | 12µM* | /
COC(=O)[C@@H]1CCCN1C(=O)c1ccc(OC2CCN(Cc3ccccn3)CC2)cc1 | -1% | 2% | 2%
COc1ccc(OC)c(CNC(=O)c2ccc(Sc3ccc(C)cc3)c(N)c2)c1 | 23µM* | 21µM* | 8%
Cc1cc(C(=O)Nc2cc(Br)ccc2O)on1 | -29% | -1% | /
